Assay outcomes from PubChem.
RAD52 inh: inhibitors of human RAD52 DNA annealing; P43351; recombinant RAD52 DNA annealing, FRET fluorescence; inhibition, % at 18.7 µM; actives 0.46% (n = 360,000);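 active = every replicate showing at least 50% inhibition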
RAD54 branch: RAD54 (human) branch migration inhibition. actives 0.14% (n = 360,000). inhibition, % at 10.4 µM. RAD54 Holliday junction branch migration, FAM/BHQ fluorescence;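 active = mean normalized replicate activity at least 40 and at least half of replicates scoring 40 or more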;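 note: 0% = median of neutral control wells and 100% = median of positive control wells; inhibitors cause a drop in the FAM fluorescence signal; in these data hits start at about 50%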
Target sequence (Q92698 whole entry, looked up): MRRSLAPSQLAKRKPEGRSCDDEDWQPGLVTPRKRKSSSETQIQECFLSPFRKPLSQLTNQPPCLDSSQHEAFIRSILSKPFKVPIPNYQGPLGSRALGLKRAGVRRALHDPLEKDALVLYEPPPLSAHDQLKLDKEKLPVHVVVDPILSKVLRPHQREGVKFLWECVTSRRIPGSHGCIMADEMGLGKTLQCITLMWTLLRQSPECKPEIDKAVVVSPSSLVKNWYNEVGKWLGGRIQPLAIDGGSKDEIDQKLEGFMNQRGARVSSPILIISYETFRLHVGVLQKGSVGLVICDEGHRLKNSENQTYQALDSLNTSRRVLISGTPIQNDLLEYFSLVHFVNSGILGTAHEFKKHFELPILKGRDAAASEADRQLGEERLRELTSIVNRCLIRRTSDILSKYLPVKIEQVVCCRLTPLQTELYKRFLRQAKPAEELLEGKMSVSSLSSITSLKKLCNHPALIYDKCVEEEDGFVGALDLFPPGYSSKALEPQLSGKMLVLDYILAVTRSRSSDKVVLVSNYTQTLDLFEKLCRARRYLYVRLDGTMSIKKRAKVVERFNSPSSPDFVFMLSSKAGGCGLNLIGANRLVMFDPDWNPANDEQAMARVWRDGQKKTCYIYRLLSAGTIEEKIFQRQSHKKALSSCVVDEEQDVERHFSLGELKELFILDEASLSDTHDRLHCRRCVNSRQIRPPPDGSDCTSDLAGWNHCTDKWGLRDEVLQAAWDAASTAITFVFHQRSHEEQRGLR
Casp6 inh: inhibitors of human caspase-6; actives 0.53% (n = 350,000); P55212; inhibition, % at 12.5 µM; purified caspase-6, Z-VEID-R110 cleavage fluorescence;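 active = mean inhibition across replicates at least about 35%, with every replicate also reaching that limit, limit read from the data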;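 note: 0% = median of neutral control wells and 100% = no fluorescence left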
Target sequence (P55212 24-179 limits assumed): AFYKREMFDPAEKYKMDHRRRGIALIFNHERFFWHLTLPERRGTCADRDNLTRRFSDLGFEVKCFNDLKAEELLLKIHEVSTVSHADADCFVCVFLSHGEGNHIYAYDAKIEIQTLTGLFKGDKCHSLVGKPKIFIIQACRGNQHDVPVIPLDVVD
Target sequence (P55212 194-293 limits assumed): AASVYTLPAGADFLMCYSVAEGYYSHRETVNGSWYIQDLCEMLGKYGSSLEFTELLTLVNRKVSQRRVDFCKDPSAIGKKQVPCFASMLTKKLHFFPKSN
esBAF inh: SWI/SNF esBAF complex inhibition. mouse ES cells, Bmi1-luciferase knock-in reporter, 24 h; 100% = twice the neutral-well signal. AID 602393. actives 2% (n = 350,000). reporter increase, % at 12.5 µM; in the data active = activation above about 40%;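 note: 0% = median of the plate's neutral control wells and 100% = double that signal; a rise in the Bmi1 reporter signal indicates esBAF inhibition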
PglD inh: inhibitors of Campylobacter jejuni PglD acetyltransferase | AID 602405 | actives 0.098% (n = 360,000) | inhibition, % at 12.5 µM | purified PglD enzyme, DTNB colorimetric CoA detection; in the data active = inhibition above about 16%, passing the limit was not always enough; note: strong numbers were not always called active
E-selectin induc: E-selectin induction on HUVECs; actives 0.37% (n = 260,000); activation, % at 7.58 µM; AID 686992; P16581; HUVEC E-selectin immunofluorescence imaging; normalized: neutral wells 0, TNF-alpha wells 100;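 active = mean E-selectin-positive cell signal at least 10% of the positive control, reached in at least 60% of replicates, without over 20% cell loss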;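 note: in these data hits start at about 27%; measured in HUVEC primary endothelial cells; signal is the percent of cells scored E-selectin positive by PE staining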
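Test system: HUVEC | Signal: Immunofluorescence imaging | Read-out: Percent E-selectin-positive cells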
ARNT TACC3 PPI: ARNT/TACC3 interaction disruption | actives 0.66% (n = 390,000) | AlphaScreen His-ARNT PAS-B/GST-TACC3 binding, luminescence; TACC3 fragment carries E629A point mutation | inhibition, % at 9.99 µM;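 active = mean inhibition of replicates at least 50% and at least half of replicates each reaching 50%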;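 note: 0% = complete ARNT plus TACC3 wells and 100% = ARNT alone without TACC3; many hits fall short of the cut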
ERp5 block: ERp5 (human) disulfide isomerase inhibition. Q15084. ERp5 insulin aggregation, absorbance 650 nm, 90 min. inhibition, % at 9.99 µM. actives 0.05% (n = 350,000). AID 651711;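 active = mean replicate inhibition above about 25%, with every replicate also reaching it, limit read from the data, passing the limit was not always enough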
An asterisk follows results filed as active.

Results for COc1ccc(N2CCN(CCNC(=O)c3c(C)cc(=O)oc3C)CC2)cc1 ?
RAD54 branch: -4; esBAF inh: 6; PglD inh: 7; ARNT TACC3 PPI: 9

How did C[C@@H]1CN([C@H](C)CO)C(=O)c2cc(NS(=O)(=O)c3ccc(F)cc3)ccc2O[C@@H](C)CCCCO[C@@H]1CN(C)Cc1ccncc1 do in these assays?
RAD52 inh: 1; RAD54 branch: 0; Casp6 inh: 3; esBAF inh: -21; PglD inh: 1; E-selectin induc: -0.3; ARNT TACC3 PPI: -8; ERp5 block: -3

Results for Cc1ccc(S(=O)(=O)NCC[C@H]2CC[C@@H](NC(=O)c3cnccn3)[C@@H](CO)O2)cc1 ?
RAD52 inh: -6; RAD54 branch: 0; Casp6 inh: -2; esBAF inh: -1; PglD inh: -2; E-selectin induc: -1.3; ARNT TACC3 PPI: 0; ERp5 block: 1

How did O=C(CCc1c[nH]c2ccccc12)N1CCN(S(=O)(=O)c2ccccc2)CC1 do in these assays?
RAD52 inh: 0; Casp6 inh: -1; E-selectin induc: 2.4; ARNT TACC3 PPI: 1; ERp5 block: 0

How did Cc1cc(C)c2c(=O)[nH]n(C3CC(C)N(C)CC3C)c2n1 (stereo not given) do in these assays?
RAD54 branch: -8; esBAF inh: 3; PglD inh: 5; ARNT TACC3 PPI: -16

How did COCCN(CC(=O)Nc1cccc(C)c1C)C(=O)Cc1ccsc1 do in these assays?
RAD52 inh: -10; RAD54 branch: -10; Casp6 inh: 1; esBAF inh: -7; PglD inh: -2; E-selectin induc: -1.8; ARNT TACC3 PPI: -3

How did C[N+]12CCCCC1[C@@H](CO)CCC2 (stereo not given in full) do in these assays?
RAD52 inh: -16; RAD54 branch: -12; Casp6 inh: -15; esBAF inh: 4; PglD inh: 9; E-selectin induc: 0.1; ARNT TACC3 PPI: -23; ERp5 block: -7

Results for CCN(CC)C(=O)CSc1nnc([C@@H](NC(=O)OC(C)(C)C)C(C)C)o1 ?
RAD54 branch: 1; esBAF inh: -6; PglD inh: -4; ARNT TACC3 PPI: 1

Results for COCC(=O)Nc1ccc2c(c1)OC[C@@H](C)N(Cc1cocn1)C[C@@H](C)[C@@H](OC)CN(C)C2=O ?
RAD52 inh: -12; RAD54 branch: -2; Casp6 inh: -33; esBAF inh: -4; PglD inh: -6; E-selectin induc: 0.0; ARNT TACC3 PPI: -5; ERp5 block: 0

Results for CN(C)c1c(F)cc(C(=O)NCc2ccccc2)cc1F ?
RAD52 inh: -4; Casp6 inh: -1; ARNT TACC3 PPI: -5; ERp5 block: 0

Results for O=C(Nc1ccccc1F)N[C@H]1CC[C@@H](CCNC(=O)C2CCC2)O[C@H]1CO ?
RAD52 inh: -1; RAD54 branch: 3; Casp6 inh: 0; esBAF inh: 1; PglD inh: -1; E-selectin induc: -0.9; ARNT TACC3 PPI: 5; ERp5 block: -1

Results for CC(C)(C)C1CCC(C(=O)NCC(c2cccs2)N2CCOCC2)CC1 (stereo not given) ?
RAD52 inh: -11; RAD54 branch: 4; Casp6 inh: -1; esBAF inh: -1; PglD inh: 5; E-selectin induc: -0.5; ARNT TACC3 PPI: 3; ERp5 block: 3

The closing 2 records of the part above lead into the next:
Results for O=C(Nc1ccccc1F)N[C@H]1CC[C@@H](CCNC(=O)C2CCC2)O[C@H]1CO ?
RAD52 inh: -1; RAD54 branch: 3; Casp6 inh: 0; esBAF inh: 1; PglD inh: -1; E-selectin induc: -0.9; ARNT TACC3 PPI: 5; ERp5 block: -1

Results for CC(C)(C)C1CCC(C(=O)NCC(c2cccs2)N2CCOCC2)CC1 (stereo not given) ?
RAD52 inh: -11; RAD54 branch: 4; Casp6 inh: -1; esBAF inh: -1; PglD inh: 5; E-selectin induc: -0.5; ARNT TACC3 PPI: 3; ERp5 block: 3

How did CCn1c(=O)c2cc(C(=O)N3CCN(C)CC3)sc2c2ccccc21 do in these assays?
RAD52 inh: -5; RAD54 branch: 21; Casp6 inh: 1; esBAF inh: -2; PglD inh: 0; E-selectin induc: -0.4; ARNT TACC3 PPI: -7; ERp5 block: -2

How did Cn1cnnc1SCC(=O)Nc1ccccc1 do in these assays?
RAD52 inh: 10; RAD54 branch: -6; Casp6 inh: -1; esBAF inh: -8; PglD inh: 0; E-selectin induc: -0.1; ARNT TACC3 PPI: -5; ERp5 block: 4

What do the screens show for `COCC(=O)Nc1ccc2c(c1)OC[C@H](C)N(C(=O)Cc1ccccn1)C[C@@H](C)[C@@H](OC)CN(C)C2=O`?
RAD52 inh: -27; RAD54 branch: -9; Casp6 inh: 3; esBAF inh: -1; PglD inh: 2; E-selectin induc: -0.1; ARNT TACC3 PPI: 5; ERp5 block: 0

Results for CN(Cc1c(C(=O)N2CCCCCCC2)nc2ccc(Cl)cn12)C1CCOC1 (stereo not given) ?
RAD52 inh: -5; RAD54 branch: -1; Casp6 inh: -3; esBAF inh: 6; PglD inh: 7; E-selectin induc: 0.3; ARNT TACC3 PPI: -9; ERp5 block: 2

Results for COC(=O)NC1c2ccccc2Oc2ccc(C)cc21 (stereo not given) ?
RAD52 inh: -3; RAD54 branch: 12; Casp6 inh: -1; esBAF inh: -7; PglD inh: -1; ARNT TACC3 PPI: -2; ERp5 block: -1

What do the screens show for `C=CCSc1nc2c(cnn2-c2ccc(C)c(C)c2)c(=O)[nH]1`?
RAD52 inh: 4; RAD54 branch: -8; Casp6 inh: -2; esBAF inh: -1; PglD inh: -1; E-selectin induc: 6.0; ARNT TACC3 PPI: 3; ERp5 block: 2

How did COc1cccc(NC(=O)c2c(F)cccc2F)c1 do in these assays?
RAD52 inh: 0; RAD54 branch: 0; Casp6 inh: -5; esBAF inh: 30; PglD inh: -2; E-selectin induc: -0.1; ARNT TACC3 PPI: -2; ERp5 block: 5

How did Cc1ccc(-n2ncc3c2CC(C)(C)CC3NC(=O)c2ccc[n+]([O-])c2)cc1 (stereo not given) do in these assays?
RAD52 inh: -3; RAD54 branch: -1; Casp6 inh: 2; PglD inh: -5; E-selectin induc: -0.2; ARNT TACC3 PPI: -2; ERp5 block: -1

How did COCCNc1nc(C)cc(-c2cc(C(=O)NC3CCCC3)on2)n1 do in these assays?
RAD54 branch: 0; esBAF inh: 2; PglD inh: 1; E-selectin induc: 0.2; ARNT TACC3 PPI: 1

How did COc1ccc(OC)c(NC(=O)C2C3CC4OC(=O)C2C4C3)c1 (stereo not given) do in these assays?
RAD54 branch: 2; esBAF inh: -5; PglD inh: -4; ARNT TACC3 PPI: 2

What do the screens show for `Cc1cccc(C(=O)N[C@H](C(=O)NCc2cccs2)C(C)C)c1`?
RAD52 inh: 4; RAD54 branch: 5; Casp6 inh: -5; esBAF inh: -5; PglD inh: -1; ARNT TACC3 PPI: 0; ERp5 block: -3

What do the screens show for `COC(=O)c1ccc(S(=O)(=O)NCc2ccc(OC)cc2)n1C`?
RAD52 inh: -7; Casp6 inh: -1; E-selectin induc: 1.3; ARNT TACC3 PPI: 2; ERp5 block: -6

Results for Cc1ccc([C@@H]2CC=C(C(=O)O)[C@H](c3ccc(F)cc3)N2S(=O)(=O)c2ccc(C)cc2)cc1 ?
RAD52 inh: -18; RAD54 branch: 1; Casp6 inh: 3; esBAF inh: -3; PglD inh: 3; ARNT TACC3 PPI: -2; ERp5 block: -4

What do the screens show for `CCc1nc2ccc(C(=O)NCCC(C)C)cn2c1N(C)Cc1nccs1`?
RAD52 inh: -5; RAD54 branch: 2; Casp6 inh: 1; esBAF inh: -2; PglD inh: 1; E-selectin induc: 1.6; ERp5 block: 0

What do the screens show for `CC(=O)Nc1c(C(=O)N2CCOCC2)sc2nc3c(cc12)COC(C)(C)C3`?
RAD52 inh: -12; RAD54 branch: 12; Casp6 inh: 4; esBAF inh: 14; PglD inh: 1; ARNT TACC3 PPI: 0; ERp5 block: 3

What do the screens show for `CCCNC(=O)C[C@H]1C[C@H]2c3cc(NC(=O)CC4CC4)ccc3O[C@H]2[C@@H](CO)O1`?
RAD52 inh: -4; RAD54 branch: 1; Casp6 inh: -3; esBAF inh: -2; PglD inh: 4; E-selectin induc: -0.1; ARNT TACC3 PPI: -5; ERp5 block: 4

Results for CC(CN1CCOCC1)OC(=O)c1cccs1 (stereo not given) ?
RAD54 branch: -4; esBAF inh: -4; PglD inh: 4; ARNT TACC3 PPI: -8

How did C[C@H]1CN([C@@H](C)CO)C(=O)Cc2cc(NC(=O)Nc3ccccc3)ccc2O[C@H]1CN(C)Cc1ccc2c(c1)OCO2 do in these assays?
RAD52 inh: 11; RAD54 branch: 1; Casp6 inh: 1; esBAF inh: -2; PglD inh: -5; E-selectin induc: -0.6; ARNT TACC3 PPI: 1; ERp5 block: 0

What do the screens show for `O=C(c1cc2c(c(-c3cccc(Br)c3)n1)[C@H](CCO)NC2)N1CCCCC1`?
RAD52 inh: -49; Casp6 inh: 0; E-selectin induc: 16; ERp5 block: 0

How did O=C(Nc1ccc(Cl)cc1C(F)(F)F)C(Sc1cccc[n+]1[O-])c1ccccc1 (stereo not given) do in these assays?
RAD52 inh: 2; Casp6 inh: -1; esBAF inh: -4; E-selectin induc: 18; ARNT TACC3 PPI: 1; ERp5 block: 0

How did O=C(COC(=O)c1cc(S(=O)(=O)N2CCOCC2)ccc1Cl)NCc1ccc2c(c1)OCO2 do in these assays?
RAD52 inh: -30; RAD54 branch: 4; Casp6 inh: 2; esBAF inh: -10; PglD inh: -9; E-selectin induc: 0.9; ARNT TACC3 PPI: 18; ERp5 block: -5

Results for COc1ccc(-c2noc(=O)n2Cc2ccc(F)cc2Cl)cc1 ?
RAD52 inh: -16; RAD54 branch: -12; Casp6 inh: -3; esBAF inh: 8; PglD inh: 1; E-selectin induc: -0.1; ARNT TACC3 PPI: -2; ERp5 block: -2

Results for O=C(O)CSc1cc(NS(=O)(=O)c2ccc(Br)cc2)c2ccccc2c1O ?
RAD52 inh: -20; RAD54 branch: 2; Casp6 inh: 95*; esBAF inh: 3; PglD inh: -1; E-selectin induc: 0.4; ARNT TACC3 PPI: 97*; ERp5 block: -1

Results for CO[C@@H]1CN(C)C(=O)c2cc(NC(=O)C3CC3)ccc2OC[C@@H](C)N(Cc2cc(F)ccc2F)C[C@H]1C ?
RAD52 inh: 8; RAD54 branch: 2; Casp6 inh: -2; esBAF inh: -1; PglD inh: 2; E-selectin induc: -0.4; ARNT TACC3 PPI: -5; ERp5 block: -2

Results for COc1cccc(OCC(=O)NNC(=O)c2ccc3ccccc3c2)c1 ?
RAD52 inh: -15; RAD54 branch: 9; Casp6 inh: -6; esBAF inh: -4; PglD inh: 1; E-selectin induc: 0.1; ARNT TACC3 PPI: -3; ERp5 block: 4

What do the screens show for `CCCC#Cc1ccc([C@H]2[C@H](CO)N3CCCCN(CC4CCOCC4)C[C@@H]23)cc1`?
RAD52 inh: 6; RAD54 branch: -10; Casp6 inh: -6; esBAF inh: 3; PglD inh: -7; E-selectin induc: 0.0; ARNT TACC3 PPI: -3; ERp5 block: -4

Results for C=CCn1c(O)c(N=NC(=O)OCC)c2ccccc21 ?
RAD52 inh: 6; Casp6 inh: 2; E-selectin induc: 0.6; ARNT TACC3 PPI: 4; ERp5 block: 5

How did CC(C)(C)n1nnnc1C(c1ccccc1)N1CCN(c2ccccn2)CC1 (stereo not given) do in these assays?
RAD52 inh: -16; Casp6 inh: 14; E-selectin induc: 0.0; ERp5 block: 4

Results for Cn1c(=O)c(=O)n(C)c2cc(S(=O)(=O)NCc3ccc(Cl)cc3)ccc21 ?
RAD52 inh: -6; Casp6 inh: 2; ARNT TACC3 PPI: -5; ERp5 block: -12

Random excerpt: 2 compounds from above.
What do the screens show for `CCCC#Cc1ccc([C@H]2[C@H](CO)N3CCCCN(CC4CCOCC4)C[C@@H]23)cc1`?
RAD52 inh: 6; RAD54 branch: -10; Casp6 inh: -6; esBAF inh: 3; PglD inh: -7; E-selectin induc: 0.0; ARNT TACC3 PPI: -3; ERp5 block: -4

Results for Cn1c(=O)c(=O)n(C)c2cc(S(=O)(=O)NCc3ccc(Cl)cc3)ccc21 ?
RAD52 inh: -6; Casp6 inh: 2; ARNT TACC3 PPI: -5; ERp5 block: -12
